Assay outcomes as filed in PubChem.
Cdc25B inh – human M-phase inducer phosphatase 2 inhibition. AID 368. P30305. inhibition, %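 (compounds tested at 10 µM final in the well)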. recombinant Cdc25B, OMFP fluorescence Ex485/Em525. 65,000 compounds, 0.1% hits; in the data active = inhibition above about 50%
Target sequence (P30305 whole entry, looked up): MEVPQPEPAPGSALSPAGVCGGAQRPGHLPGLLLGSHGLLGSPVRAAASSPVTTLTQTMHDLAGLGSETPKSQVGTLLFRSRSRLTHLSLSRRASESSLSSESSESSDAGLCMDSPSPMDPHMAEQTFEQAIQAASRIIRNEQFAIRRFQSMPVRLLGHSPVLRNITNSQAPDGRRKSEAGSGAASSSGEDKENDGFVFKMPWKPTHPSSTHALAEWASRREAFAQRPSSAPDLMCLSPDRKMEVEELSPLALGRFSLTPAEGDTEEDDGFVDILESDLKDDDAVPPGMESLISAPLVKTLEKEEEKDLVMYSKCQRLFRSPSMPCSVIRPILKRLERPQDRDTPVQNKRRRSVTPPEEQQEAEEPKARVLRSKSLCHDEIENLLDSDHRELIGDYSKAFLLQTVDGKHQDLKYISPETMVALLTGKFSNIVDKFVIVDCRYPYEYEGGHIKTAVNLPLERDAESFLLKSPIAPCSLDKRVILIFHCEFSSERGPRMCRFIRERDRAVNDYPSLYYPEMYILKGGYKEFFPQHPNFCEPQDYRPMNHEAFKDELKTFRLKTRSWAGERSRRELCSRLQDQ
DUSP1 inh – human dual specificity phosphatase 1 inhibition; recombinant MKP-1, OMFP hydrolysis fluorescence; inhibition, %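 (compounds tested at a single concentration somewhere between 10 and 100 µM)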; 65,000 compounds, 0.15% hits; AID 374;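 active = inhibition above about 50%, limit read from the data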;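 also: 0% = DMSO max control wells and 100% = wells with enzyme stopped by NaOH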
Hsp90 inh – displaces geldanamycin probe from tumor Hsp90 | P07900 | NCI-N417 lysate Hsp90, Cy3B-geldanamycin FP displacement | inhibition, % at 30 µM | 64,000 compounds, 0.35% hits;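 active = inhibition above 50%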;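 also: 0% = tracer plus lysate wells and 100% = tracer alone without lysate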
FXIIa mix inh – blocks human factor XIIa in pooled compound mixtures; purified FXIIa, fluorogenic substrate; inhibition, % at 5 µM; 62,000 compounds, 0.2% hits; AID 684;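 also: 0% = enzyme without compound and 100% = no enzyme blank; some results filed as inactive read as strong as hits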
5HT1a ag – 5-HT1a (human) receptor agonism; CHO 5-HT1a Ga15 NFAT-bla reporter, FRET ratio; 0% basal, 100% maximal reference agonist; activation, % at 10 µM; 65,000 compounds, 0.56% hits; AID 567;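 active = activation above the screen-wide mean activation plus 3 SD, cut at about 19% in these data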;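 also: 0% = DMSO wells and 100% = 5-CT at EC100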
CatL inh – inhibitors of human cathepsin L | P07711 | purified cathepsin L, fluorogenic substrate, fluorescence | inhibition, %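 (tested at 10 µM)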 | 58,000 compounds, 0.17% hits | AID 460; in the data active = inhibition above about 45%;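 also: 0% = enzyme with no compound and 100% = no enzyme blank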
Target sequence (P07711 114-288 limits assumed): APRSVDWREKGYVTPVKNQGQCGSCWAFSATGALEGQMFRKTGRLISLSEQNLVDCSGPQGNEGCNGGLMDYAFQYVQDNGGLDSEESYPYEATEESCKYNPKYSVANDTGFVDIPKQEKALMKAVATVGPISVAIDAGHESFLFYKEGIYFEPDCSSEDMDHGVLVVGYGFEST
Target sequence (P07711 292-333 limits assumed): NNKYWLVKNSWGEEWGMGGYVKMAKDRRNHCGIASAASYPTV
CatG inh – inhibitors of human cathepsin G; P08311; purified enzyme, AMC-tetrapeptide fluorescence, pooled mixtures; inhibition, % at 5 µM (by protocol); 62,000 compounds, 0.2% hits; AID 581;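 active = inhibition above 20% in each of the two mixture wells holding the compound; inactive = inhibition of 20% or less in either well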;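 also: 0% = enzyme control without mixture and 100% = blank lacking enzyme; strong numbers were not always called active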
Target sequence (P08311 21-244 limits assumed): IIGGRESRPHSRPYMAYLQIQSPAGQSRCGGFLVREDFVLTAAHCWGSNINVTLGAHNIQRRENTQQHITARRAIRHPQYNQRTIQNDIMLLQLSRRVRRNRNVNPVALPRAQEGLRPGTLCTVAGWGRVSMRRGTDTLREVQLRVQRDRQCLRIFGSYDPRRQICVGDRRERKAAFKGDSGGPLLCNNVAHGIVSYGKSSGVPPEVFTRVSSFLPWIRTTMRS
C1s inh – human complement C1s inhibition; P09871; purified C1s, fluorogenic AMC substrate, pooled mixtures; mean inhibition % of two 10-compound mixtures (active compounds read high), % at 5 µM (by protocol); 62,000 compounds, 0.16% hits;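 active = inhibition above 20% in each of the two 10-compound mixture wells holding the compound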;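 also: 0% = enzyme wells lacking compound mixture and 100% = no-enzyme blank wells; some compounds called inactive have numbers as strong as hits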
FXIa inh mix – factor XIa (human) inhibition, mixture screen; AID 680; inhibition, % at 5 µM; purified FXIa, fluorogenic substrate, pooled mixtures; 62,000 compounds, 0.19% hits;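 also: each value is inhibition by a whole ten-compound pool holding the compound; 0% = enzyme with no mixture and 100% = wells lacking enzyme; strong numbers were not always called active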
* hit, by the source's call; / = not tested or not shown. Rule as the data show it, unless noted: active = inhibition above about 20% (passing the limit was not always enough); inactive = the rest.

SMILES	Cdc25B inh	DUSP1 inh	Hsp90 inh	FXIIa mix inh	5HT1a ag	CatL inh	CatG inh	C1s inh	FXIa inh mix
CCn1c(=O)c(C(=O)CN2CC(C)OC(C)C2)c(N)n(Cc2ccccc2)c1=O (configuration not stated)	-17	23	1	-1	-3.8	12	-9	-14	4
CN(c1ccccc1)C(c1ccc(F)cc1)c1nnnn1CC1CCCO1 (configuration not stated)	-3	-12	1	10	0.8	8	10	14	5
COc1ccc(-c2nnc(SCC(=O)N3CCCc4ccccc43)o2)cc1OC	2	5	-1	/	-1.8	/	/	/	/
CC1=C(NCCc2ccccc2)CCC1=O	-10	-5	-2	15	-2.3	4	-10	-15	3
CN(C)c1nc(N)nc(CSc2nc3cc(Cl)ccc3o2)n1	-7	14	-14	16	1.4	-4	5	-13	5
CC1(C)Cc2ccccc2-c2nnc(-c3ccccn3)n21	1	10	-1	2	-4.6	3	0	-5	7
COc1ccccc1Nc1ccc(C(=O)NC2CCCCC2)cn1	-6	-3	2	14	-2.1	24	9	1	-4
Cn1c(SCC(=O)NCc2cccs2)nnc1-c1ccncc1	-3	-15	-2	-13	-1.2	13	7	0	-1
CCCn1c(CN2CCN(c3cccc(Cl)c3)CC2)nc2c1c(=O)n(C)c(=O)n2C	-6	18	0	2	-0.7	5	-1	-7	5
CC(C)OP(C)(=O)CN1CCN(CP(C)(=O)OC(C)C)CC1 (configuration not stated)	-1	6	0	5	0.2	13	2	-8	6
CC(O)Cn1ccccc1=N (configuration not stated)	2	-15	0	/	1.3	7	/	/	/
O=C(OCc1ccc(F)cc1Cl)c1ccccn1	-13	4	-4	-3	-4.3	9	6	-17	-2
Cc1ccc(F)cc1NC(=O)c1c(-c2ccccc2)noc1C	-9	13	2	-3	-1.6	20	10	7	8
Cc1ccc(-n2c(=O)cc(N3CCCCCC3)[nH]c2=O)cc1	-5	-2	-3	11	-2.5	8	-1	-5	2
CC1=Nn2c(nnc2-c2ccccc2F)SC1	-24	-15	-4	7	-1.1	22	7	0	-4
COc1ccc(-n2nnc3c(SCC(=O)NCC4CCCO4)ncnc32)cc1 (configuration not stated)	-9	-2	-6	23	-1.9	-4	9	13	9
CCCS(=O)(=O)N1CCN(S(=O)(=O)c2ccc(F)cc2)CC1	-4	4	-2	-18	-1.7	9	-4	-3	8
C=C(C)c1cccc(C(C)(C)NC(=O)Nc2ccc3[nH]c(=O)[nH]c3c2)c1	-13	10	-4	4	-1.6	-7	8	20	4
CCCCCCc1nc2ccccc2c(=O)n1N	-8	-20	0	5	-0.8	2	3	-18	-9
Cc1ccc(-n2c(=O)[nH]cc(C(=O)N3CCc4ccccc43)c2=O)cc1	-2	11	-1	2	-1.4	-11	1	-4	9
Cc1nc(=O)c(-c2ccccc2)c(C)n1-c1ccccc1O	3	16	1	4	-1.7	-4	-5	1	5
Nc1nc2n(n1)C(c1ccco1)CC(c1ccc(Cl)cc1Cl)N2 (configuration not stated)	6	16	-11	/	-0.4	/	/	/	/
CNc1oc(Cc2ccccc2)nc1S(=O)(=O)c1ccccc1	-2	0	-1	1	-3.8	3	-1	-7	-1
COCC(=O)Nc1ccccc1C(=O)NC(C)C	-2	1	-4	-15	-3.3	4	7	14	8
COC(=O)C1=C(N)Oc2cc(C)oc(=O)c2C1c1cccnc1 (configuration not stated)	-9	-21	4	5	-3.2	15	9	3	2
CCOC(=O)c1cccc(N2C(N)=NC(N)=NC2(C)C)c1	3	-7	1	12	-2.9	13	1	2	5
O=C1CC(N2CCN(c3cccc(C(F)(F)F)c3)CC2)C(=O)N1c1ccccc1F (configuration not stated)	2	9	7	2	-1.8	-3	-2	-1	1
CCOC(=O)c1cc(-c2ccc(F)cc2)n(CC(=O)N2CCCC2)c1C	-4	30	3	16	-2.3	13	9	8	2
c1ccc2oc(NC3=NCN(CC4CCCO4)CN3)nc2c1 (configuration not stated)	-2	-19	-2	9	-1.4	3	-10	-6	10
CCC(C(=O)OC)n1cnc2c(nnn2-c2ccc(OC)cc2)c1=O (configuration not stated)	-7	-18	-1	3	-0.2	11	-1	2	2
CCOC(=O)Cn1c(=O)c(-c2ccccc2N)nc2ccccc21	-8	-2	-1	4	-1.2	27	7	2	-2
N#Cc1cnn(-c2nc(SCc3ccccc3)nc3sc4c(c23)CCCC4)c1N	1	-2	/	2	3.3	-1	-2	3	4
Nc1ccc2cn[nH]c2c1	-5	-12	-14	0	-1.8	21	-10	-12	6
COC(=O)C1CCN(c2nc3ccccc3nc2C(C#N)C(=O)OCC(C)C)CC1 (configuration not stated)	0	-13	-8	9	-4.7	6	7	-4	5
CCn1c(SCC(=O)Nc2cc(OC)c(OC)c(OC)c2)nnc1-c1cccs1	-17	9	-3	3	-3.5	5	9	7	1
O=C(NCc1cccs1)c1ccc2c(c1)OCCO2	-2	13	-5	6	-2.1	-2	14	17	2
COCCNC(=O)CN(Cc1ccc2c(c1)OCO2)C(=O)CCC(=O)Nc1nccs1	-15	0	2	6	-0.1	/	7	4	8
C=CCOc1cccc(C2/C(=C(/O)c3ccccc3)C(=O)C(=O)N2CCN2CCOCC2)c1 (configuration not stated)	1	-1	-11	-3	1.9	12	-3	-65	3
O=C(c1ccco1)N1CCN(S(=O)(=O)c2ccc(F)cc2)CC1	0	-1	-2	0	-1.0	4	10	7	3
C=CCc1cccc(/C=N/c2ncccc2O)c1O	0	2	4	2	-2.6	-3	8	13	3
CCC(NC(=O)NC1=NCCS1)(C(F)(F)F)C(F)(F)F	-25	-14	3	/	1.9	-6	/	/	/
CCOc1ccc(-n2c(SCC(=O)NCc3ccco3)nc3c(c2=O)SCC3)cc1	-4	9	/	12	0.6	9	2	-40	13
C1=Nc2c(NCc3ccccc3)ncnc2Oc2ccccc21	2	-4	6	-1	-1.9	9	5	-4	-2
Cc1sc2ncnc(SCc3ccco3)c2c1C	-8	2	-1	8	-2.4	13	4	-24	-10
COc1nc(-c2ccccc2)ccc1-c1noc(-c2ccccc2F)n1	3	15	0	6	-3.3	12	11	15	10
CCSc1nnc(-c2ccc(S(=O)(=O)N3CCOCC3)cc2)n1CC1CCCO1 (configuration not stated)	-15	-8	1	6	-0.3	22	21	-14	-2
CCOC(=O)Nc1ccc(NC(=O)c2c(OC)cccc2OC)cc1	-6	-8	0	0	-0.3	2	6	5	5
COC(=O)C1C(=O)c2c([nH]c(C(=O)OCCSC)c2C)CC1C (configuration not stated)	1	7	-3	16	6.9	11	10	12	9
CN=c1sc(C(=O)Nc2cccc(Cl)c2)cc(=O)n1C	-4	-9	-3	15	-3.0	-7	-1	2	9
O=C(Nc1cccc(C(=O)N2CCCCCC2)c1)c1ccco1	-11	18	-8	-1	1.0	-8	-4	1	6
Cc1nn(Cc2ccccc2Cl)c(C)c1C(=O)N1CCN(c2ccccc2)CC1	-17	15	-8	5	-1.3	/	11	20	10
COc1cc2ccccc2cc1C(=O)Nc1ccc(S(=O)(=O)Nc2cc(C)on2)cc1	9	33	-10	3	0.0	-5	8	7	5
c1ccc2ncc(-n3cnnn3)cc2c1	-11	-10	-5	-2	-0.2	23	-4	0	0
Cc1cc(C)nc(SCC(=O)NCc2ccco2)n1	-10	-4	-2	-17	-0.8	-3	-3	2	0
Cc1nnc(NC(=O)CSc2nnc(-c3ccoc3C)n2CC(C)C)s1	3	-9	-5	2	-1.1	6	9	15	5
CCn1c(=O)cc(OCC(=O)NC2CCCCC2)c2ccccc21	-10	8	-1	9	-4.7	-5	12	8	8
Cc1cc(C)n(-c2ccc(N3CCOCC3)nn2)n1	-2	-12	-2	5	-3.7	2	7	5	13
O=C(Oc1ccc(Cl)cc1N1C(=O)CCC1=O)c1ccco1	3	-16	2	3	-3.1	15	20	26*	14
CCCCSc1nnc(C)c(=O)[nH]1	4	-10	/	-5	0.7	-2	-1	-13	2
COc1ccc(S(=O)(=O)N2CCN(C(=O)c3cccc(Cl)c3)CC2)cc1	3	7	-2	10	0.1	-8	8	11	6

Compound profiles, as listed above. Order of values: Cdc25B inh	DUSP1 inh	Hsp90 inh	FXIIa mix inh	5HT1a ag	CatL inh	CatG inh	C1s inh	FXIa inh mix
`CCSc1nnc(-c2ccc(S(=O)(=O)N3CCOCC3)cc2)n1CC1CCCO1` (configuration not stated) reads -15	-8	1	6	-0.3	22	21	-14	-2
`c1ccc2ncc(-n3cnnn3)cc2c1` reads -11	-10	-5	-2	-0.2	23	-4	0	0
`Cc1cc(C)nc(SCC(=O)NCc2ccco2)n1` reads -10	-4	-2	-17	-0.8	-3	-3	2	0

(cont.)
SMILES	Cdc25B inh	DUSP1 inh	Hsp90 inh	FXIIa mix inh	5HT1a ag	CatL inh	CatG inh	C1s inh	FXIa inh mix
CCOc1c(OC)cccc1C1CC(=O)Nc2cc(OC)c(OC)cc21 (configuration not stated)	-4	-1	-1	13	-1.2	0	-2	3	5
COc1ccc(NC(=O)CCS(=O)(=O)c2ccc(OC)cc2)cc1	-21	9	10	17	-2.7	2	-7	1	3
CCOC(=O)c1ccc(Nc2cc(C)nc(-c3ccccc3O)n2)cc1	0	7	8	8	-1.0	6	8	3	2
CCc1nn2cc(-c3ccccc3)nc2s1	-20	-4	-1	3	-1.4	3	8	26	7
Cc1cccc(NC(=O)CCN2CC(C)OC(C)C2)c1 (configuration not stated)	-2	-15	-3	/	-1.9	/	/	/	/
CCOC(=O)c1cccc(NC(=O)CCc2nc(-c3ccc(C)cc3)no2)c1	-2	1	-1	-4	0.4	21	0	-7	7
CCS(=O)(=O)N1CCN(Cc2ccccc2OC)CC1	7	-12	-3	6	-2.6	-2	0	-29	7
Cc1cccc(N2CCN(C(=O)C3CCN(S(=O)(=O)c4cnc[nH]4)CC3)CC2)c1C	-7	8	3	3	-1.8	31	1	-14	-12
CC1CN(Cc2ccc(C#N)cc2Cl)CC(C)O1 (configuration not stated)	-7	5	-2	-15	-3.9	18	6	4	3
O=C(CCSCCC(=O)NCc1cccs1)NCc1cccs1	-3	-6	-1	10	-1.4	0	4	2	0
CCn1c(SC(=O)NC2CCCCC2)nnc1-c1cccs1	4	-11	-2	2	-1.2	20	-4	-27	5
CC(=O)CCc1c(C)c2cc(C)ccc2[nH]c1=O	-6	23	-12	5	-3.0	-4	-2	-3	8
Cc1nnc(Sc2nc3c(c(=O)[nH]c(=O)n3C)n2Cc2ccccc2)s1	1	-9	0	10	0.8	/	7	15	3
O=C(c1ccc(S(=O)(=O)N2CCCCC2)cc1)N1CCN=C1SCc1cccnc1	-6	9	-2	9	0.8	/	5	3	12
O=C(OCC(=O)N1CCN(C(=O)c2ccco2)CC1)c1ccccc1OCc1ccc(Cl)cc1	-18	31	1	9	0.6	28	14	13	5
CCOC(=O)CNC(=O)c1c(C)nn(-c2ccccc2)c1Cl	4	-12	-1	3	-0.2	9	4	11	5
Cc1ccc(-n2c3c(cc(C(=O)NC4CCSC4=O)c2=O)C(=O)CCC3)cc1 (configuration not stated)	3	2	1	5	1.2	-6	18	20	35
O=C(CSc1nc(-c2ccccc2)cs1)Nc1nccs1	-11	26	-3	34	-3.1	13	11	11	5
CC1=C2C(CCS2(=O)=O)CC2(C1)C(=O)OC(C)(C)OC2=O (configuration not stated)	-7	-14	-2	-14	0.2	0	8	4	6
C=CCN1C(=O)CN=C1Nc1cccc(C)c1	-6	2	/	8	0.0	14	-1	-4	-5
CCN(Cc1ccncc1)C(=O)c1cccc(S(=O)(=O)N2CCOCC2)c1	-3	1	/	3	-0.9	-3	-1	2	11
COc1ccc(N2CCC(CNS(=O)(=O)c3cccc(C(F)(F)F)c3)C2)cc1 (configuration not stated)	-16	12	-1	0	-2.8	-1	-1	0	3
COc1nc(Nc2ccc(OC)c(Cl)c2)nc(OC)n1	-2	1	0	11	-2.7	-7	10	27	6
Cc1cc(Nc2ccc(Cl)cc2)n2nnnc2n1	-8	5	-1	0	-1.1	18	10	-2	-1
